AI-2 QS modul: modulates the Vibrio harveyi AI-2 quorum sensing system. Vibrio harveyi JMH597 AI-2 luminescence/OD600 ratio, 9 h; stronger effect = lower value; strain lacks LuxN and CqsS sensors; 0 = neutral-control median. activity change, % at 7.5 µM. 300,000 tested, 0.4% active; in the data active means activity change below about -75%, passing the limit was not always enough;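 further: luminescence divided by OD600 gain over 9 h not by final OD600 alone; inactives centre near 13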
GSK3 alpha inh: inhibitors of human GSK-3 alpha kinase. inhibition, % at 10 µM. 320,000 tested, 0.1% active. P49840. ADP-Glo luminescence, 60 min;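 in the data active means inhibition above about 50%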;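 further: GST-tagged GSK-3 alpha with peptide substrate and 25 µM ATP; 0% = DMSO neutral wells and 100% = GW8510 positive control wells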
Target sequence (P49840 whole entry, looked up): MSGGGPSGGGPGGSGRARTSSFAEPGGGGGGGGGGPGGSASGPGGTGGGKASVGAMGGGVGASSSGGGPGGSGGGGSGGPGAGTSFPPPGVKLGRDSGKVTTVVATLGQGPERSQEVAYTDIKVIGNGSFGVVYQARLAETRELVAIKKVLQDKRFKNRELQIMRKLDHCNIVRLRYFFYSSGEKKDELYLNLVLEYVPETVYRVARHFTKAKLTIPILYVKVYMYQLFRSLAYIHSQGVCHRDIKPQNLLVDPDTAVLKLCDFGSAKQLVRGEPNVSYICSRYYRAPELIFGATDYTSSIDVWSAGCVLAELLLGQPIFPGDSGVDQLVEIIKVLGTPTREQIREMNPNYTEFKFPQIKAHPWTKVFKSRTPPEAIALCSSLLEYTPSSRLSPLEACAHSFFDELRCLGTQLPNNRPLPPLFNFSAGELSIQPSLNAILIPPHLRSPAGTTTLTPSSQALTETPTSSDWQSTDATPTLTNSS
HIF activator: HIF pathway transcriptional activation | U2OS HRE-luciferase reporter, luminescence; normalized: DMSO 0%, desferrioxamine 100% | activation, % at 7.5 µM (by protocol) | 300,000 tested, 0.32% active | AID 1910;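 active means mean activation of at least 10% of the iron chelator positive control signal, with at least half of replicates also reaching 10%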
GSK3B inh: human GSK3beta kinase inhibition; P49841; GST-GSK3beta kinase, ADP-Glo luminescence, 60 min; stronger effect = lower value; activity score (negative = inhibition), % at 10 µM; 300,000 tested, 0.038% active; AID 2097;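 active means more than half of replicate wells score below -50%, meaning over 50% inhibition versus plate controls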;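 further: 0% = median DMSO wells and -100% = median GW8510 positive control wells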
Target sequence (P49841 whole entry, looked up): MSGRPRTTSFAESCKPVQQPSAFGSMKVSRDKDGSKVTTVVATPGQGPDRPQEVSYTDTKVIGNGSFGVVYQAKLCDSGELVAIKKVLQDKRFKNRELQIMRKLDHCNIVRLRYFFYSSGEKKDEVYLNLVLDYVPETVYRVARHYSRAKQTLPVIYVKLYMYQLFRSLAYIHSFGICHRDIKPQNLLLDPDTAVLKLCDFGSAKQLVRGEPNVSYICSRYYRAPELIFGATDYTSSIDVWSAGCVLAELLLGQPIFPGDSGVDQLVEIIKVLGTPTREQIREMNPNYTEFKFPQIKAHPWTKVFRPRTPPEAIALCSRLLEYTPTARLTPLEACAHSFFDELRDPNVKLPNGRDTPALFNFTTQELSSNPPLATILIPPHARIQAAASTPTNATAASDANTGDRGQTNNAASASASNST
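Test system: GST-fused GSK3beta enzyme, cell-free | Quantity: 1.6 ng GST-GSK3beta enzyme per well | Reagent: 25 µM ATP with peptide substrate | Schedule: 60 min enzyme reaction, room temperature | Signal: Luminescent ADP-Glo measurement of ADP formed | Read-out basis: Score relative to plate controls | Control set: DMSO and 20 µM GW8510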
aSyn 5UTR inh: MLPCN primary screen, SNCA 5' untranslated region. alpha-synuclein 5'UTR reporter, inhibitor activity. inhibition, % (tested at 7.5 µM). 300,000 tested, 0.82% active; in the data active means inhibition above about 60%;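 further: H4 neuroglioblastoma cells stably carrying SNCA 5'UTR luciferase fusion; 0% = DMSO wells and 100% = positive control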
IEC-6 cytotox: IEC-6 cytotoxicity, counter-screen for KLF5 inhibitors; luminescence viability; inhibition, % at 5 µM; 290,000 tested, 0.78% active; AID 1825; in the data active means inhibition above about 22%;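 further: 0% = plate median of test compound wells and 100% = cytotoxic reference compound wells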
HSF1 activator: increases HSF-1 driven luciferase reporter signal; NIH3T3-HGL HSF-1 luciferase reporter, MG132, 8 h; 100% = twice DMSO control signal; activation, % at 9 µM; 300,000 tested, 1.7% active; AID 504408;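 active means mean replicate activation of at least 50% with a set share of replicates each reaching 50%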;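 further: 0% = median of the neutral control wells and 100% = twice that signal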
HSP90 refold inh: inhibitors of HSP90 luciferase refolding in rabbit reticulocyte lysate; luciferase refolding luminescence, 3 h; inhibition, % at 5.6 µM; 290,000 tested, 0.91% active;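 active means inhibition above the screen-wide mean plus 3 SD, computed separately per campaign, cut at about 16% in these data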;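 further: 0% = DMSO wells and 100% = 60 µM geldanamycin wells; inhibitors lower the luminescence because luciferase stays unfolded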
KLF5 inhibitor: kruppel-like factor 5 inhibition; DLD-1 KLF5 promoter-luciferase reporter, luminescence; inhibition, % at 5 µM; 290,000 tested, 0.23% active; AID 1700;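 active means inhibition above a per-plate limit of that plate's mean compound inhibition plus 3 SD, cut at about 60% in these data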;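 further: 0% = DMSO wells and 100% = LY294002 at 200 µM; higher means less KLF5 promoter-driven luciferase light; inactives centre near -14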
HSF1 inhib: HSF1 inhibition. NIH3T3-HGL HSE-luciferase, MG132-induced, luminescence 8 h; stronger effect = lower value. activity change, negative = inhibition, % at 7.5 µM (by protocol). 300,000 tested, 0.77% active. AID 2098;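 active means more than half of replicate wells show activity change below -50%, luminescence cut by over half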;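 further: luciferase reports HSF-1 transcriptional activity via heat shock element; 0% = median of DMSO wells and -100% = zero luminescence signal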
* = called active by the depositor; nt = no result given.

SMILES	AI-2 QS modul	GSK3 alpha inh	HIF activator	GSK3B inh	aSyn 5UTR inh	IEC-6 cytotox	HSF1 activator	HSP90 refold inh	KLF5 inhibitor	HSF1 inhib
O=C(N/N=C/c1cc2c(cc1Cl)OCO2)c1cc(-c2ccccc2)n[nH]1	20	-1	-0.3	1	12	-2	-8	0	-48	0
O=C(CNC(=O)c1ccccc1)NCCc1nc2ccccc2[nH]1	4	-2	1.4	0	1	-4	-7	1	-10	-7
O=C(COC(=O)c1c[nH]c(=O)[nH]c1=O)NCc1ccccc1	13	-1	0.6	-1	3	-2	-8	1	-4	-2
CC(=O)C1=C(O)C(=O)N(CCCO)C1c1ccccc1 (stereo not drawn)	31	2	-0.7	1	-11	-1	-3	5	-50	-3
CN(CC(=O)Nc1ccccc1Sc1ccccc1)C1CCCCC1	24	0	-4.4	-1	13	1	3	-2	-32	6
CC1CCN(c2[nH]c(=S)c(C#N)c3c2CCCC3)CC1	32	-1	nt	-2	10	0	9	-1	-4	-3
Cc1nc(-c2ccc(F)cc2)c(CC(=O)N(C)CC(=O)Nc2ccc(Br)cc2C)s1	-5	-23	-0.2	-1	-1	nt	2	nt	nt	-10
COc1cccc(C(=O)NCC(=O)N2CCC3(CC2)NCCc2[nH]cnc23)c1	1	0	0.5	-3	6	6	4	1	-20	3
CC(C)C(=O)Nc1ccc(C(=O)N/N=C/c2cc(Br)cc(Br)c2O)cc1	25	nt	-0.2	1	8	0	-21	-2	-36	1
CC(C)CNC(=O)CC1Nc2ccccc2NC1=O (stereo not drawn)	0	-1	-0.2	-23	-31	-10	-7	-4	-13	4
COc1ccc(-c2nnn(CC(=O)N(CCN3CCOCC3)C(C(=O)NC3CCCCC3)c3ccco3)n2)cc1 (stereo not drawn)	20	2	-0.6	0	19	2	2	-2	-60	2
CCOC(=O)c1nnc(-c2ccccc2)o1	-14	-43	-0.4	4	-2	-4	6	-3	-15	5
COc1ccc(S(=O)(=O)Nc2ccc3oc4ncccc4c(=O)c3c2)cc1OC	7	3	-0.4	-1	-6	-5	2	-5	-8	-7
CCc1cc2c3c(c(=O)oc2cc1OC(C)C(=O)O)CCCC3 (stereo not drawn)	7	-2	0.6	0	-2	-3	1	-4	-3	-10
CC(=O)N1c2ccc(S(=O)(=O)N3CCC(C(=O)N4CCCC(C)C4)CC3)cc2CC1C (stereo not drawn)	19	-2	-0.4	0	-24	6	16	-1	-23	-4
CCc1nnc(NC(=O)CSc2nnc(CNC(=O)c3cc(OC)c(OC)c(OC)c3)o2)s1	8	0	-0.8	4	34	2	-28	5	-32	-17
O=C(Nc1scc(-c2ccccc2)c1C(=O)O)c1ccccc1F	15	-2	0.7	3	-28	1	4	0	-44	-1
Cc1nn(-c2ccccc2C(=O)O)c(=O)c2ccccc12	23	-1	0.2	0	-35	5	3	1	-7	-8
CCCCCN(C(=O)CCC(=O)OCC(=O)N1CCCC(C)C1)c1c(N)n(CCCC)c(=O)[nH]c1=O (stereo not drawn)	18	-1	-0.8	-5	4	1	8	-2	-30	-4
Cc1cc(C)c2c(=O)[nH]c(=O)n(Cc3ccccc3)c2n1	1	-2	1.6	1	25	1	34	-1	-11	14
CS(=O)(=O)c1nncn1-c1ccccc1	9	-3	0.3	-30	5	5	-8	-1	-22	-13
C=CCn1c(/N=C/c2ccc3c(c2)OCO3)nc2ccccc21	17	-2	-0.1	2	-26	-2	2	-1	-19	2
CCn1ncc(/C=N/NC(=O)c2ccc3c(c2)OCO3)c1C	15	2	2.8	0	-49	-7	6	-6	-26	6
CS(=O)(=O)Nc1nnc(SCC(=O)Nc2cccc([N+](=O)[O-])c2)s1	5	0	0.2	3	16	0	-31	3	-12	-9
COc1ccc(-n2c(SCC(=O)Nc3ccc(Cl)cc3)nc(O)c(Cc3ccccc3)c2=O)cc1	12	6	-0.2	-1	-5	-4	8	1	-29	-2
CCN(CC)C(=O)C1CCCN(Cc2ccc(OC)c(C)c2C)C1 (stereo not drawn)	14	-4	0.0	-1	17	-3	-47	-1	-4	-29
CCOC(=O)CSc1ncnc2c1cnn2-c1ccccc1	22	14	2.4	0	15	2	10	-2	12	12
O=C(C1CC1)N1N=C2CCCCC2C1(O)C(F)(F)F (stereo not drawn)	31	1	-0.8	-2	-9	-4	6	-1	-1	4
O=C(CCNC(=O)c1ccccc1)NCCc1ccc(Cl)cc1	10	-3	-0.8	3	3	1	12	-4	-18	3
O=C(O)CCCNC(=O)/C=C/c1ccco1	-4	-2	0.1	4	-3	-1	9	5	-2	0
CC(C)CN(CC(C)C)C(=O)CCCC(=O)N(CC(C)C)CC(C)C	15	-1	1.7	2	18	-1	5	1	-30	3
Cn1c(SCC(=O)Nc2ccc(Cl)cn2)nnc1C1CC1	12	51*	1.7	-30	-20	-4	-8	-3	-25	3
Cc1nnc(SCc2cccc3ccccc23)s1	0	0	3.5	-1	-90	2	22	0	-52	8
CCOC(=O)/C(=N\Nc1ccccc1[N+](=O)[O-])c1csc(N)n1	4	-1	-0.7	1	-11	0	4	1	-22	-6
O=C(OCc1ccc(C(=O)c2ccccc2)cc1)c1cccc(-c2nnc(-c3ccccc3)o2)c1	36	0	0.9	2	-80	-2	10	-1	-29	4
Cc1cccnc1NC(=O)C1CCN(S(=O)(=O)c2cccs2)CC1	24	0	1.6	0	4	2	4	0	4	0
Cc1nn(C)c(C)c1N1C(=O)c2cccc3c(N)ccc(c23)C1=O	nt	-2	nt	nt	nt	3	nt	-8	-44	nt
COc1cccc(CN2CCC(n3nccc3NC(=O)CCOc3ccccc3)CC2)c1	22	0	0.1	-3	10	-12	-9	-11	-3	-9
COc1ccc(N2CCN(C(=O)CN(Cc3ccccc3)S(C)(=O)=O)CC2)cc1	41	-6	-0.2	1	-7	-3	-3	5	-35	-4
CN(CC(=O)Nc1ccc(F)cc1)CC(=O)Nc1ccc(Cl)c(S(=O)(=O)N2CCOCC2)c1	9	1	0.1	0	-8	4	-22	4	-26	-4
COc1cc(NC(=O)c2ccco2)c(C(=O)OCC(=O)Nc2ncc(Cl)cc2Cl)cc1OC	-8	1	-0.1	1	30	0	-4	1	-2	2
COc1ccccc1N1CCN(C2=CC(=O)CCC2)CC1	8	-1	0.2	4	-23	1	13	4	-7	-8
COC(=O)c1ccc2c(=O)[nH]c(COC(=O)c3c(-c4ccccc4)noc3C)nc2c1	-1	3	-1.2	6	13	nt	1	nt	nt	4
CN(C)CCCNC(=O)/C(=C\c1ccc(-c2ccc(Br)cc2)o1)NC(=O)c1ccccc1	5	17	-0.8	-2	4	21	2	-4	4	-1
COc1cccc(C(=O)c2c[nH]c(C(=O)NCc3cccnc3)c2)c1	-9	9	-0.1	-2	-1	0	9	-3	-30	-3
CCC(C)(C(=O)NC1CCCCC1)N(CC1CCCO1)C(=O)c1ccccn1 (stereo not drawn)	12	-2	-0.4	1	-1	-3	-4	5	-24	-1
CC(C)c1ccccc1OCC(=O)NCC(c1cccs1)N1CCOCC1 (stereo not drawn)	12	nt	-0.8	2	3	1	-9	24*	-65	-3
O=C(CSc1ccc2nnc(-c3cccnc3)n2n1)NCc1ccc2c(c1)OCO2	3	14	-0.2	2	6	3	8	1	32	4
CC(C)(C)N1CC2(c3ccccc3)CN(C(C)(C)C)CC(c3ccccc3)(C1)C2=O	29	0	-0.4	1	2	-4	9	2	-43	2
O=C(C1=C[C@@H](C2CC2)C[C@@H](OCCCCO)O1)N1CCOCC1	7	nt	-0.4	1	13	4	-12	6	-10	-1
CN(CCCNC(=O)c1cccn2c(=O)c3ccccc3nc12)Cc1ccccc1	0	3	0.1	-8	-58	-2	3	4	-17	4
Cc1ccc(SCCN2CCC(C)CCC2=O)cc1 (stereo not drawn)	10	0	3.6	1	-153	1	39	-7	-77	19
O=C1CN(c2ccccc2)C(=S)N1C(=O)c1ccccc1	-2	0	1.1	-3	-154	-5	25	-2	-61	19
O=C(Nc1ccc(F)cc1)C1CCCN(S(=O)(=O)c2cccc3cccnc23)C1 (stereo not drawn)	-2	-5	0.2	4	9	-2	-5	2	-16	-4
CCOC(=O)CCNCc1ccc(OC)c(OC)c1	2	-4	-0.3	-2	-3	2	-2	1	-20	-2
COc1ccc(C)cc1NC(=O)CSc1nnnn1Cc1ccccc1	12	-2	-17	3	22	1	10	-3	-14	3
NCCNC[C@@H]1COC2(CCCCCCCCCCC2)O1	11	1	-0.2	-1	-17	8	-12	-2	14	-15
O=C1S/C(=C\C=C\c2ccco2)C(=O)N1c1ccc(O)cc1	-16	11	-0.9	-4	-245	-29	46	7	-3	22
CCOC(=O)c1sc(N2C(=O)C(O)=C(C(=O)c3ccco3)C2c2cccc([N+](=O)[O-])c2)nc1C (stereo not drawn)	22	-4	-0.1	1	0	-2	-2	3	-19	0
CN(CC(=O)Nc1ccc(F)cc1)C(=O)COC(=O)CCN1C(=O)C2CC=CCC2C1=O (stereo not drawn)	16	2	-0.3	-1	0	-2	9	-1	-17	-6

Entries of single compounds, quoted from the list:
`Cc1ccc(SCCN2CCC(C)CCC2=O)cc1` (stereo not drawn) is listed with AI-2 QS modul = 10; GSK3 alpha inh = 0; HIF activator = 3.6; GSK3B inh = 1; aSyn 5UTR inh = -153; IEC-6 cytotox = 1; HSF1 activator = 39; HSP90 refold inh = -7; KLF5 inhibitor = -77; HSF1 inhib = 19
`CN(CC(=O)Nc1ccc(F)cc1)C(=O)COC(=O)CCN1C(=O)C2CC=CCC2C1=O` (stereo not drawn) is listed with AI-2 QS modul = 16; GSK3 alpha inh = 2; HIF activator = -0.3; GSK3B inh = -1; aSyn 5UTR inh = 0; IEC-6 cytotox = -2; HSF1 activator = 9; HSP90 refold inh = -1; KLF5 inhibitor = -17; HSF1 inhib = -6

Further results follow.
SMILES	AI-2 QS modul	GSK3 alpha inh	HIF activator	GSK3B inh	aSyn 5UTR inh	IEC-6 cytotox	HSF1 activator	HSP90 refold inh	KLF5 inhibitor	HSF1 inhib
O=C(CSC1=NS(=O)(=O)c2cc(F)ccc2N1)NCc1ccccc1Cl	28	-4	-0.2	0	1	nt	-10	nt	nt	2
CC(C)c1ccccc1NC(=S)NC1CCCCC1	11	0	0.0	2	21	4	-11	-1	-14	-2
CCN(CC)C(=O)COc1ccc(/C=C(\C#N)S(=O)(=O)c2ccccc2)cc1OC	11	-5	0.2	4	10	-1	-8	-2	-18	-4
O=C1CC(N2CCC(c3nc4ccccc4s3)CC2)C(=O)N1Cc1ccccc1 (stereo not drawn)	14	-2	-0.3	1	-3	0	3	-3	-5	0
CCOCCCNC(=S)NCCCNc1nc2ccc(C)cc2cc1C#N	31	2	0.4	1	-26	4	11	2	-6	3
CCNC(=O)c1c(N)sc2c1CCCCC2	21	2	nt	0	-21	0	2	5	-32	-1
S=c1[nH]nc(COc2ccc(Cl)cc2)n1Cc1ccccc1	16	-2	0.0	2	7	3	8	1	-25	1
CC(=O)N1CC(C)Sc2ccc(S(=O)(=O)NC(C)c3ccccc3)cc21 (stereo not drawn)	22	-1	-0.4	2	2	-1	24	-3	-22	2
COc1ccc(/C=N/Nc2nc(-c3ccc(Cl)cc3)cc(C(F)(F)F)n2)cc1OC	21	1	0.8	0	-13	-10	1	1	-2	7
CC(C)(C)c1nc(SCC(=O)N2CCCC2)c2ccccc2n1	-1	-1	0.0	2	18	6	1	1	-5	16

High-throughput results deposited in PubChem by several laboratories.
